# Screening data deposited in PubChem BioAssay by Southern Research Specialized Biocontainment Screening Center.
# inhibitors of VEEV: inhibitors of VEEV TC-83 cytopathic effect, confirmation, Vero cells (AID 588727); Vero cells, VEEV TC-83 cytopathic effect inhibition; higher % means a stronger effect; one-dose inhibition, % at 20 µM; IC50 in µM for titrated hits; hit rate 0.13% among 350,000; in the data active means a potency from the dose series; inconclusive means inhibition mostly from about 14% at the one dose, without a potency; inactive means the rest, 99 in 100 with inhibition below about 12%; further: strong numbers were not always called active
# H1N1 NS1A inhibition: NS1A inhibition, H1N1 influenza, cell based functional assay (AID 504329); NS1A functional cell-based assay, percent inhibition; higher % means a stronger effect; one-dose inhibition, % at 12.5 µM; IC50 in µM for titrated hits; hit rate 0.3% among 340,000; in the data active means a potency from the dose series; inconclusive means inhibition above about 27% without an active follow-up result; further: strong numbers were not always called active
# PhoP GFP inhibition: Inhibition of PhoP regulon, Salmonella typhi GFP reporter cells, confirmation, 4 h (AID 1850). hit rate 0.33% among 310,000. one-dose inhibition, % at 50 µM; IC50 in µM for titrated hits. Salmonella Typhi PhoP-promoter GFP reporter, fluorescence, 4 h; higher % means a stronger effect; in the data active means a potency from the dose series; inconclusive means inhibition mostly from about 25% at the one dose, without a potency; inactive means the rest, 99 in 100 with inhibition below about 19%;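 further: 0% = induced wells with vehicle and 100% = uninduced wells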
# H37Rv inhibition: M. tuberculosis growth inhibition, HTS (AID 449762); inhibition, % at 25 µM, or IC50 in µM where a hit was titrated; M. tuberculosis H37Rv growth inhibition, 7H9 media; higher % means a stronger effect; hit rate 0.59% among 330,000; in the data active means a potency from the dose series; inconclusive means inhibition above about 70% without an active follow-up result;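 further: bacterial growth assessed after seven days of incubation; strong numbers were not always called active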
# M. tuberculosis: growth inhibition of non-replicating M. tuberculosis (AID 488890). Mycobacterium tuberculosis non-replicating, growth inhibition; higher % means a stronger effect. one-dose inhibition, % at 25 µM; IC50 in µM for titrated hits. hit rate 0.39% among 320,000; in the data active means a potency from the dose series; inconclusive means inhibition mostly from about 82% at the one dose, without a potency; inactive means the rest, 99 in 100 with inhibition below about 76%;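 further: plate controls were DMSO cells for no effect and high antibiotic wells for full effect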
# * marks the source's active call; other numbers are inactive results; i = inactive; ? = inconclusive; / = no result given.
mol	inhibitors of VEEV	H1N1 NS1A inhibition	PhoP GFP inhibition	H37Rv inhibition	M. tuberculosis
COc1ccc(CN2C(=O)CSCC2=O)cc1OC	0.9%	-2%	-16%	-1%	-5%
COc1ccc(Cl)cc1C(=O)Nc1ccncc1	i	3%	-10%	1%	11%
Nc1ccc(C(=O)N/N=C/c2cn(Cc3ccc(F)cc3)c3ccccc23)cc1	2.6%	20%	1%	1%	3%
COC(=O)C1=C(C)Nc2ncnn2C1c1cccnc1 (stereo not drawn)	3.0%	1%	-10%	5%	2%
Cc1cccc(NC(=O)CSc2ccc(-c3cccnc3)nn2)c1	2.6%	-2%	-7%	-11%	48%
O=c1c2ccccc2c(C=Nc2ccc(Cl)cn2)c(O)n1-c1cc(Cl)ccc1N1CCOCC1	1.5%	-19%	-16%	-6%	15%
CCC(=O)N1CCN(c2ccc(NC(=O)c3ccc([N+](=O)[O-])o3)cc2Cl)CC1	i	3%	/	/	/
CCOC(=O)[C@H]1[C@H]2COc3ccc(OC)cc3[C@H]2N2C(=O)CN(Cc3ccccc3)C(=O)[C@@]12C	1.6%	-4%	/	/	/
Cc1ccc(C2(C)NC(=O)N(CC(=O)Nc3cc(C)on3)C2=O)cc1 (stereo not drawn)	4.2%	3%	-12%	-1%	15%
Cc1ccc(N2C(=O)c3ccccc3C2C(=O)c2cc(C)ccc2O)cc1 (stereo not drawn)	2.6%	-11%	-6%	-2%	17%
O=C(N=C1SCC(=O)N1c1ccccc1Cl)c1ccccc1	6.2%	-7%	/	/	/
O=C(CSc1nnc(Cc2ccccc2)o1)c1cc(F)ccc1F	0.3%	4%	-3%	-6%	1%
CCC(=O)Nc1cc(C(=O)NCC2CCCN2CC)c(OC)cc1N(C)C (stereo not drawn)	2.0%	1%	9%	1%	-6%
COc1cc(C(=O)NC2CCCCC2)ccc1OC1CCN(C(C)=O)CC1	0.7%	-3%	6%	-2%	-4%
CCN(CC(=O)Nc1ccc(C(C)=O)cc1)CC(=O)Nc1ccc2c(c1)OCCO2	0.4%	2%	/	-1%	11%
COc1ccc(NS(=O)(=O)c2ccc(NS(=O)(=O)c3cccs3)cc2)cc1	0.1%	-12%	-6%	5%	-6%
C/C(=N\Nc1nnc2c3ccccc3n(C)c2n1)c1ccc(C)o1	7.2%	-2%	0%	-1%	-5%
COCCN=c1scc(-c2ccco2)n1/N=C/c1ccc(O)c(O)c1O	i	13%	-2%	3%	31%
Cn1cc(S(=O)(=O)NC2CCCCCC2)c(=O)n(C)c1=O	1.2%	17%	-7%	-12%	-13%
COc1ccc(C(=O)NC(=S)NNC(=O)c2ccc(NC(C)=O)cc2)cc1Br	2.5%	16%	2%	?	0%

# As a short view, some entries already given.
mol	inhibitors of VEEV	H1N1 NS1A inhibition	PhoP GFP inhibition	H37Rv inhibition	M. tuberculosis
Nc1ccc(C(=O)N/N=C/c2cn(Cc3ccc(F)cc3)c3ccccc23)cc1	2.6%	20%	1%	1%	3%
COC(=O)C1=C(C)Nc2ncnn2C1c1cccnc1 (stereo not drawn)	3.0%	1%	-10%	5%	2%
Cc1cccc(NC(=O)CSc2ccc(-c3cccnc3)nn2)c1	2.6%	-2%	-7%	-11%	48%
O=c1c2ccccc2c(C=Nc2ccc(Cl)cn2)c(O)n1-c1cc(Cl)ccc1N1CCOCC1	1.5%	-19%	-16%	-6%	15%
CCC(=O)N1CCN(c2ccc(NC(=O)c3ccc([N+](=O)[O-])o3)cc2Cl)CC1	i	3%	/	/	/
CCOC(=O)[C@H]1[C@H]2COc3ccc(OC)cc3[C@H]2N2C(=O)CN(Cc3ccccc3)C(=O)[C@@]12C	1.6%	-4%	/	/	/
Cc1ccc(C2(C)NC(=O)N(CC(=O)Nc3cc(C)on3)C2=O)cc1 (stereo not drawn)	4.2%	3%	-12%	-1%	15%
Cc1ccc(N2C(=O)c3ccccc3C2C(=O)c2cc(C)ccc2O)cc1 (stereo not drawn)	2.6%	-11%	-6%	-2%	17%
O=C(N=C1SCC(=O)N1c1ccccc1Cl)c1ccccc1	6.2%	-7%	/	/	/
O=C(CSc1nnc(Cc2ccccc2)o1)c1cc(F)ccc1F	0.3%	4%	-3%	-6%	1%
CCC(=O)Nc1cc(C(=O)NCC2CCCN2CC)c(OC)cc1N(C)C (stereo not drawn)	2.0%	1%	9%	1%	-6%
COc1cc(C(=O)NC2CCCCC2)ccc1OC1CCN(C(C)=O)CC1	0.7%	-3%	6%	-2%	-4%
CCN(CC(=O)Nc1ccc(C(C)=O)cc1)CC(=O)Nc1ccc2c(c1)OCCO2	0.4%	2%	/	-1%	11%
COc1ccc(NS(=O)(=O)c2ccc(NS(=O)(=O)c3cccs3)cc2)cc1	0.1%	-12%	-6%	5%	-6%
C/C(=N\Nc1nnc2c3ccccc3n(C)c2n1)c1ccc(C)o1	7.2%	-2%	0%	-1%	-5%
COCCN=c1scc(-c2ccco2)n1/N=C/c1ccc(O)c(O)c1O	i	13%	-2%	3%	31%
Cn1cc(S(=O)(=O)NC2CCCCCC2)c(=O)n(C)c1=O	1.2%	17%	-7%	-12%	-13%
COc1ccc(C(=O)NC(=S)NNC(=O)c2ccc(NC(C)=O)cc2)cc1Br	2.5%	16%	2%	?	0%

# The listing continues.
mol	inhibitors of VEEV	H1N1 NS1A inhibition	PhoP GFP inhibition	H37Rv inhibition	M. tuberculosis
C#CCOCCOCCOCCNc1nc(N2CCN(C(=O)[C@H]([C@@H](C)CC)n3cc(CCCCN)nn3)CC2)nc(N2CCN(C(=O)[C@H]([C@@H](C)CC)n3cc(CCCN=C(N)N)nn3)CC2)n1	i	-13%	-1%	51%	72%
CC12CCC(=O)N1C(C(=O)Nc1nc(-c3ccccc3)cs1)CS2 (stereo not drawn)	4.1%	-5%	-3%	0%	-12%
CCc1ccc2nc(Nc3ccc(OC)cc3OC)c(C#N)cc2c1	0.9%	/	-1%	22%	0%
COCc1[nH][nH]c(=O)c1C=Nc1ccc(C(F)(F)F)cc1	1.1%	0%	-3%	-2%	1%
CC(C)C(NC(=O)CNC(=O)OC(C)(C)C)C(=O)NCc1ccccc1 (stereo not drawn)	4.8%	8%	-13%	2%	26%
CCCCN(C(=O)CSc1nnc(-c2ccc(OC)cc2)n1CC)c1c(N)n(Cc2ccccc2)c(=O)[nH]c1=O	0.4%	-3%	2%	-1%	19%
COc1ccc(C(=O)Nc2nnc(-c3ccccc3)s2)cc1	1.0%	-6%	-5%	6%	-5%
CC(c1ccccc1)N1C(=O)C2C3C=CC(C4CC34)C2C1=O (stereo not drawn)	i	5%	-1%	1%	27%
N#CC1=C(N)NC(=S)C(C(N)=O)C1c1ccc([N+](=O)[O-])cc1 (stereo not drawn)	0.1%	1%	-16%	8%	14%
COc1ccc(C2/C(=C(\O)c3ccc4c(c3)OCCO4)C(=O)C(=O)N2Cc2ccco2)c(OC)c1 (stereo not drawn)	3.9%	-1%	-8%	2%	32%
O=C(Nc1ccc(F)cc1)C(NC1CCCCC1)c1ccccc1 (stereo not drawn)	0.4%	-4%	6%	2%	25%
CCNC(=S)N(Cc1ccco1)Cc1cc2cc3c(cc2[nH]c1=O)OCCO3	1.7%	-10%	-4%	0%	-3%
CC1(C)CC(NC(=O)N2c3ccccc3Sc3ccccc32)CC(C)(C)N1	1.0%	-1%	11%	2%	6%
CCCCOc1cccc(C(=O)Nc2ccc(NC(=O)c3cccs3)cc2)c1	0.6%	13%	14%	3%	-14%
CNC(=O)c1[nH]cnc1C(=O)Nc1cccc(C)c1	2.5%	-8%	/	-1%	36%
CCCNNC(=O)C(O)(c1ccccc1)c1ccccc1	i	-5%	-12%	-5%	2%
Cc1ccc(-c2nc3ccccc3s2)cc1NC(=S)NC(=O)c1ccccc1	1.9%	-9%	0%	1%	10%
CCOc1ccc(-n2c(-c3ccccc3)c[n+]3c2CCC3)cc1	0.9%	-2%	10%	0%	14%
Cc1cc(C)cc(NC(=O)COC(=O)CN=C2NS(=O)(=O)c3ccccc32)c1	1.0%	-10%	3%	1%	0%
CCc1nnc(NS(=O)(=O)c2ccc(N=Cc3c(O)n(-c4ccccc4)c(=O)[nH]c3=O)cc2)s1	0.6%	2%	10%	?	71%
NC(=O)CCN1CCN(Cc2nc(C(c3ccccc3)c3ccccc3)no2)CC1	1.0%	-9%	-1%	1%	10%
COc1cccc(N2CCN(c3ccc4nnc(CCC(=O)Nc5ncccc5C)n4n3)CC2)c1	1.9%	-4%	3%	1%	4%
CN1CCN(C(=O)/C(=C\c2ccccc2)c2ccccc2)CC1	0.2%	10%	3%	-3%	-19%
NNc1nc(NCc2ccccc2)nc(N2CCOCC2)n1	8.2%	-5%	6%	?	0%
Clc1cc(Br)ccc1OCCCn1ccnc1	i	-1%	13%	35%	?
C=CCOc1ccc(-c2n[nH]c(=S)o2)cc1	0.6%	7%	26%	-7%	46%
CC(C)COC(=O)Cc1c(O)c2ccccc2[nH]c1=O	0.4%	3%	0%	8%	-1%
O=C(Nc1cccc(C(=O)O)c1)Nc1ccccc1Cl	1.9%	-12%	-1%	0%	4%
O=C(/C=C/N1CCOCC1)c1coc2ccccc12	4.9%	4%	-2%	-3%	62%
O=C(Nc1ccc([N+](=O)[O-])cc1)C(Cc1ccccc1)N1C(=O)c2cccc3cccc(c23)C1=O (stereo not drawn)	i	-6%	8%	49%	6%
CCOP(=O)(OCC)c1nc(-c2ccccc2)oc1N1CCCCC1	0.5%	-10%	-10%	-1%	5%
CCc1c(C)sc(NC(=O)c2cc(C)on2)c1C#N	2.7%	-9%	-10%	-8%	8%
CC(=O)Nc1ccc(S(=O)(=O)N(C)CC(=O)OCC(=O)c2ccc3c(c2)NC(=O)CO3)cc1	0.1%	0%	/	-6%	-5%
COc1cccc(CNS(=O)(=O)c2ccc3c(c2)C(C)(C)C(=O)N3C)c1	0.6%	5%	7%	-5%	-2%
O=C(COC(=O)c1cccc(Cl)c1)NCc1ccccc1	13%	-8%	/	2%	53%
CC(C)(C)c1ccc(OCC(O)CN(CCO)CC(O)Cn2ccc3ccccc32)cc1 (stereo not drawn)	i	12%	-4%	6%	22%
O=C(COc1ccccc1)Nn1c(-c2ccccc2)nc2ccccc2c1=O	0.2%	8%	1%	-2%	-17%
Cc1ccc(NC(=O)c2ccco2)cc1NC(=O)CSc1nnc(-c2cccs2)n1C	6.0%	0%	0%	1%	3%
CCC(C)NS(=O)(=O)c1ccc(OCC(=O)NCc2ccc3c(c2)OCO3)cc1 (stereo not drawn)	2.9%	-1%	5%	5%	13%
Cc1cccc(C(C(=O)NC2CCCC2)N(C(=O)c2csnn2)C2CCCC2)c1 (stereo not drawn)	i	1%	-7%	2%	-1%
O=C(N/N=C/c1ccccn1)c1ccc(Cl)c(Cl)c1	23%	0%	-2%	?	?
Cn1cc(CN2CCN(CCO)CC2)c(-c2ccc(Oc3ccccc3)cc2)n1	0.4%	11%	-5%	-6%	6%
O=C(NN1C(=O)/C(=C/C=C/c2ccccc2)SC1=S)c1ccncc1	1.0%	2%	0%	?	64%
O=C(COC(=O)CC1CCCC1)Nc1ccc(Cl)cc1	0.7%	-9%	/	/	/
Cc1oc(-c2cc(F)ccc2F)nc1CN1CCN(c2cnccn2)CC1	2.1%	-6%	-8%	13%	35%
O=C(c1ccc2nc(N3CCCCC3)sc2c1)N1CCN(Cc2ccc3c(c2)OCO3)CC1	i	11%	-16%	4%	/
Cc1cc([N+](=O)[O-])ccc1NC(=O)C[n+]1ccc(N(C)C)cc1	0.9%	10%	6%	-2%	-8%
Cc1ccc(-n2c(SCC(=O)NC3CCCCC3)nc3c(c2=O)SCC3)cc1	0.5%	-2%	/	1%	/
COC(=O)c1sc2nc(N3CCCCC3)c3c(c2c1N)CCCC3	4.2%	-6%	-3%	?	/
O=C(O)CC(Cn1cnnn1)c1ccccc1 (stereo not drawn)	0.8%	4%	-12%	-5%	-15%
CCCOc1ccc(NC(=O)CC2C(=O)N(CC)C(=S)N2CCNC(C)=O)cc1 (stereo not drawn)	1.6%	20%	-25%	-12%	34%
Cc1ccc(-c2nc(CN(C)C(C3CC3)C3CC3)c(C)o2)cc1	3.8%	-1%	9%	-1%	9%
